Screening data: PubChem, several laboratories
K1F lysis inhibition: protection from phage-mediated lysis, alamar blue read-out – E. coli UTI89, K1F phage, bacterial capsule biogenesis inhibitors (AID 488966); E. coli UTI89 K1F phage lysis, alamar blue, 2 h; higher % means a stronger effect; inhibition, % at 100 µM; hits with a dose series show IC50 in µM; 340,000 compounds, 0.02% hits;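 active means phage lysis inhibition, versus mean bacterial control, above a set limit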;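 further: capsule biogenesis inhibitors block K1F phage lysis so surviving cells raise fluorescence; higher fluorescence means more inhibition of phage lysis; actives were called in the ten point dose series up to 300 µM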
GPR55 antagonists: GPR55 antagonists blocking LPI-driven arrestin recruitment, primary screen, imaging, U2OS, beta-arrestin-GFP, LPI agonist (AID 2013); U2OS GPR55 beta-arrestin-GFP translocation imaging, LPI antagonism; higher % means a stronger effect; one-dose inhibition, % at 10 µM; IC50 in µM for titrated hits; 290,000 compounds, 0.13% hits;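 active means spots per cell inhibited over 60%, with over 100 cells counted and total cytoplasm intensity under 500,000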;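 further: U2OS cells stably carrying GPR55 and arrestin-GFP stimulated by 5 µM LPI near EC80; imaged beta-arrestin-GFP aggregate spots per cell after agonist stimulation; plate controls were LPI-stimulated DMSO wells for no effect and DMSO wells without LPI for full effect; some results filed as inactive read as strong as hits; confirmed hits need IC50 under 10 µM and bright autofluorescent wells are also inconclusive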
KOR beta-arrestin-1: KOR antagonists, beta-arrestin recruitment, cell-based, luminescence, uHTS (AID 1778); KOR beta-arrestin recruitment, luminescence, antagonist mode; higher % means a stronger effect; one-dose inhibition, % at 10 µM; IC50 in µM for titrated hits; 290,000 compounds, 0.091% hits; in the data active means inhibition above about 50%; further: strong numbers were not always called active
NTR1 agonist: NTR1-driven beta-arrestin-GFP spot formation – imaging, U2OS cells, high content, primary screen (AID 493036) | activation, % at 20 µM | agonist mode | 330,000 compounds, 0.17% hits | P30989;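 active means activation at or above 40% of the spot to cytoplasm intensity ratio, with at least 20 cells analyzed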;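 further: 0% = DMSO without peptide and 100% = 100 nM NTR1 peptide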
Target sequence (P30989 whole entry, looked up): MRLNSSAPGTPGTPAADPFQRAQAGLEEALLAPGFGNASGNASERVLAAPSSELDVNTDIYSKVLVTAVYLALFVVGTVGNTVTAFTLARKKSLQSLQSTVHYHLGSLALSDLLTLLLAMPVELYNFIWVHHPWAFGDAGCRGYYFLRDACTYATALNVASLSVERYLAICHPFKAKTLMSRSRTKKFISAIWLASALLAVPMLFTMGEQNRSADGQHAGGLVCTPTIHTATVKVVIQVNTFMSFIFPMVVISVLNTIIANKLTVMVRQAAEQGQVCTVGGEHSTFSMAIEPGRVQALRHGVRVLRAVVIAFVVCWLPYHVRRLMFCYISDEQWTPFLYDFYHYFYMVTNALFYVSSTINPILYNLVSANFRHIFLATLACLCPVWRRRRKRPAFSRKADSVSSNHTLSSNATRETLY
KOR beta-arrestin-2: KOR agonists, beta-arrestin recruitment, primary screen, cell-based, luminescence, uHTS (AID 1777). 280,000 compounds, 0.02% hits. activation, % at 10 µM; hits with a dose series show EC50 in µM. KOR beta-arrestin recruitment, luminescence; higher % means a stronger effect; in the data active means activation above about 50%, passing the limit was not always enough; further: a part of the inactive calls stands beside numbers as strong as those of hits
MgcRacGAP inhibition: MgcRacGAP GTPase-activating activity inhibitors, confirmation, biochemical, ADP Hunter fluorescence. MgcRacGAP-stimulated Rac1 GTP hydrolysis, ADP Hunter fluorescence; higher % means a stronger effect; GST-tagged Rac1 F28L mutant substrate. 340,000 compounds, 0.6% hits. one-dose inhibition, % at 30 µM; IC50 in µM for titrated hits;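 active means first-screen hits whose inhibition reached a set limit at any dose in the follow-up dose series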;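 further: fluorescence reports GDP produced by GAP-driven GTP hydrolysis; strong numbers were not always called active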
GPR55 beta-arrestin: GPR55 agonists via beta-arrestin recruitment, primary screen, imaging, U2OS cells, beta-arrestin-GFP redistribution (AID 1961) | activation, % at 10 µM, or EC50 in µM where a hit was titrated | 290,000 compounds, 0.048% hits | U2OS GPR55 beta-arrestin-GFP redistribution imaging; higher % means a stronger effect;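 active means activation above 40% with more than 50 cells counted in the well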;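 further: U2OS osteosarcoma cells stably expressing GPR55 and beta-arrestin-GFP; plate controls were DMSO negative control for no effect and LPI positive control for full effect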
NOD1 inhibition: NOD1 signaling inhibitors, primary screen, cell-based, luminescence, uHTS (AID 1578); NOD1-driven NF-kB luciferase reporter cells, luminescence; higher % means a stronger effect; inhibition, % at 4 µM, or EC50 in µM where a hit was titrated; 290,000 compounds, 1% hits; in the data active means inhibition mostly above about 36%, no sharp cut-off; inactive means mostly below about 34%;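 further: HEK-293T reporter cells stimulated with the NOD1 agonist gamma-tri-DAP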
GPR35 antagonists: inhibition of zaprinast-stimulated GPR35 beta-arrestin translocation – imaging, U2OS, beta-arrestin-GFP, zaprinast agonist, primary screen (AID 2058); 290,000 compounds, 0.052% hits; one-dose inhibition, % at 10 µM; IC50 in µM for titrated hits; U2OS GPR35 beta-arrestin-GFP translocation imaging, zaprinast antagonism; higher % means a stronger effect;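 active means inhibition of at least 50% with at least 30 cells and total cytoplasm GFP at most 10,000,000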
NTR1 agonist cell count 20 µM: recorded beside NTR1 agonist, whose call it bears; cell count; measured here: cell count, cytotoxicity flag
* marks the source's active call; other numbers are inactive results; i = inactive; x = not tested or not shown; [ ] = dose if it differs, or a comment. A portion of the library (hit frequency here may not be typical).

SMILES	K1F lysis inhibition	GPR55 antagonists	KOR beta-arrestin-1	NTR1 agonist	NTR1 agonist cell count 20 µM	KOR beta-arrestin-2	MgcRacGAP inhibition	GPR55 beta-arrestin	NOD1 inhibition	GPR35 antagonists
COc1ccc(C(C(=O)NC2CCCC2)N(C(=O)c2snc(C(N)=O)c2N)c2ccccc2OC)cc1OC (stereo not drawn)	0.1%	9%	11%	61*	51*	-3.1%	10%	-0.2%	-12%	8%
CCOc1ccc(N(CC(=O)O)S(=O)(=O)c2ccc(OC)c(OC)c2)cc1	-0.1%	9%	24%	0.6	33	-1.5%	11%	-0.3%	-10%	1%
O=C(NCCCn1ccnc1)c1ccc2nccnc2c1	0.1%	0%	4%	1.8	51	1.3%	6%	0.3%	-41%	-8%
CCCCN1C(=O)C(=Nc2cccc3cnccc23)c2ccccc21	1.6%	-10%	-31%	4.6	45	1.2%	11%	0.1%	46%	10%
O=C(CCC(=O)c1ccc(-c2ccccc2)cc1)Nc1cccnc1	0.0%	0%	29%	-1.4	57	0.6%	16%	-0.3%	-3%	1%
COc1ccc(NC(=S)NCCCN2CCCC2=O)c(OC)c1	0.1%	4%	-13%[20 µM]	-0.3	74	1.5%	-4%	-0.1%	-3%	-7%
COc1ccc(-c2noc(Cc3ccc(Cl)cc3)n2)cc1OC	-1.5%	-1%	-10%	3.5	67	-1.7%	4%	0.5%	-15%	8%
COc1cc(S(=O)(=O)NC2CCCCC2)ccc1F	-0.3%	4%	-80%	-1.0	71	9.5%	1%	-0.1%	17%	8%
CN1CCN(S(=O)(=O)c2csc(C(N)=O)c2)CC1	0.2%	8%	-4%	-0.3	56	2.0%	4%	-0.1%	-20%	-5%
Cc1ccc(OCCCn2c(CO)nc3ccccc32)cc1	1.6%[50 µM]	-5%	26%	0.0	60	2.5%	5%	-0.1%	-27%	5%
CCCCOc1cccc(C(=O)N(Cc2ccco2)C2CCS(=O)(=O)C2)c1 (stereo not drawn)	3.2%	13%	9%	2.0	72	1.2%	9%	-0.2%	2%	11%
C[C@H](NC(=O)[C@H](Cc1ccccc1)NC(=O)c1cc2cc(Cl)ccc2n1C)C(=O)O	-0.1%	1%	2%	-0.2	89	-3.3%	12%	0.0%	-8%	-4%
COc1ccc(Br)cc1C(=O)Nc1cccc(NC(=O)c2ccco2)c1	0.2%	11%	9%	4.5	78	0.1%	4%	-0.2%	38%	6%
O=C(NCc1ccccn1)c1cc(Cl)ccc1OCc1ccccc1	0.6%[50 µM]	-4%	-15%	2.1	42	2.1%	5%	-0.1%	-29%	-7%
COc1cccc(NC(=O)NCc2ccccn2)c1	0.0%	5%	2%	-0.4	52	3.1%	12%	0.0%	-35%	10%
COc1ccc(C2c3ccc4ccccc4c3Oc3ncn(CCN4CCOCC4)c(=N)c32)cc1 (stereo not drawn)	-0.5%	38%	-40%	24	79	4.6%	10%	0.3%	-82%	4%
Nc1nc(NCc2ccco2)nc(NC2CCCCC2)c1[N+](=O)[O-]	x	6%	14%	-0.6	58	-1.5%	x	0.3%	-8%	-7%
Cc1ccc(-c2nnn(CC(=O)N(c3ccccc3)C(C(=O)NCC3CCCO3)c3ccc(F)cc3)n2)o1 (stereo not drawn)	-1.9%	3%	-18%	-0.6	33	5.0%	0%	0.5%	-22%	-5%
O=C(N/N=C/c1ccc(OCC(=O)N2CCCCC2)cc1)c1ccccc1O	i	8%	11%	1.5	55	-3.8%	6%	-0.2%	-9%	12%
CCOC(=O)C1CCN(C(=O)CCc2ccccc2)CC1	-1.7%	-5%	33%	-0.3	68	-0.3%	-1%	-0.1%	-9%	12%
Cc1ccc(C)c(SCC(=O)Nc2cccc(S(=O)(=O)NC3=NCCCCC3)c2)c1	-0.9%	13%	2%	-0.8	46	7.3%	1%	-0.3%	-30%	-16%
COc1ccccc1C(=O)C1Nc2ccccc2-c2nnc(SC)nc2O1 (stereo not drawn)	0.7%	-2%	-2%	-0.2	57	-3.3%	6%	0.0%	-25%	-19%
Cc1nnc(SCC(=O)NC(=O)NC(C)(C)C)s1	0.7%	10%	1%	-0.2	40	-3.1%	2%	0.1%	-23%	-3%
O=C(O)C1C2C=CC(C2)C1C(=O)Nc1ccc(C(=O)N2CCCCC2)c(Cl)c1 (stereo not drawn)	10.0%	-1%	12%	0.2	60	-1.7%	11%	0.3%	-25%	14%
Cc1ccc(N2C(=O)N(CC(=O)Nc3cc(C)cc(C)c3)C(=O)C2C)cc1 (stereo not drawn)	-0.2%	8%	-12%	-0.7	25	-1.7%	10%	-0.4%	-5%	-10%
CC1=C(C(=O)Nc2cc(C(=O)NCCC(C)C)ccc2C)SCCO1	0.2%	7%	6%	-0.6	90	0.1%	0%	-0.1%	4%	-6%
COc1ccc(C(C)=O)cc1CSc1nc2ccccc2c(=O)n1-c1ccccc1	2.7%	-28%	10%	8.6	72	13%	6%	-0.1%	12%	9%
COc1cc(NS(=O)(=O)c2ccc(Nc3nc(-c4ccccc4)cs3)cc2)nc(OC)n1	-4.5%[50 µM]	4.5µM*	-39%	x	x	6.0%	15%	-0.3%	15%	-12%
CC1CN(CC(O)COc2ccc(C(=O)c3ccccc3)cc2)CC(C)O1 (stereo not drawn)	0.8%	-5%	10%	-5.3	95	-4.7%	4%	-0.2%	-18%	1%
COc1cc2ccccc2cc1C(=O)Nc1ccc(S(=O)(=O)Nc2cc(C)on2)cc1	2.7%	2%	-8%	0.0	56	4.8%	6%	-0.1%	-7%	1%
CCCCOc1cc(C)nc(NCc2ccccc2)n1	-0.4%	10%	-5%	9.0	44	-4.7%	9%	-0.3%	16%	19%
CCn1cc(C(=O)N2CC(C)CC(C)C2)c(=O)c2cc(S(=O)(=O)N(C)C)ccc21 (stereo not drawn)	-0.4%	-10%	-15%	0.6	54	3.7%	5%	-0.1%	-1%	1%
COc1ccc(CCN2CC(C(=O)N(C)CCOc3ccccc3)CCC2=O)cc1 (stereo not drawn)	0.2%	14%	-50%	0.8	65	-1.6%	9%	-0.1%	-14%	19%
COc1ccc(-n2nnnc2SCC(=O)Nc2nnc(C)s2)cc1	1.0%	-8%	-14%	-1.6	65	0.8%	-6%	-0.1%	-9%	5%
COc1ccccc1CNC(=O)c1ccccc1C(=O)NC(C)(C)C(=O)NCc1ccccc1OC	-0.2%	-5%	4%	1.8	70	0.5%	-32%	0.4%	-6%	16%
Oc1cccc2ccc(/C=C/c3ccccc3Br)nc12	0.2%	-9%	-6%	21	104	1.8%	9%	-0.1%	x	-1%
NC(=O)C1CCCN(C(=O)Nc2cccc3ccccc23)C1 (stereo not drawn)	0.2%	14%	42%	-0.6	44	4.6%	4%	-0.1%	-2%	1%
COc1ccc(-c2nc3n(c2Br)CCC3)cc1	0.1%	10%	-10%	0.0	51	5.4%	4%	0.0%	-41%	7%
Cc1noc(C)c1CSc1nc2ccccc2[nH]1	1.5%	2%	-15%	-0.7	44	-0.1%	4%	-0.1%	x	-6%
CC(=O)Nc1ccc(NC(=O)C(C)OC(=O)c2ccccc2NS(=O)(=O)c2cccs2)cc1 (stereo not drawn)	0.8%	9%	3%	2.2	72	0.1%	-6%	-0.1%	-9%	5%
CC(OC(=O)c1cc2sccc2n1C)C(=O)NC(C)(C)C (stereo not drawn)	0.5%	1%	-15%	-0.8	36	2.8%	-1%	-0.2%	-23%	-7%
CC(=O)c1ccc(OCc2cc(C(=O)N(C)C(C)c3nccs3)no2)cc1 (stereo not drawn)	0.0%	1%	-5%	2.2	59	0.1%	8%	-0.2%	-26%	-2%
CSc1cccc(NC(=S)N2CCC(N(C)C3CCCCC3)CC2)c1	1.1%	3%	14%	0.4	78	-3.7%	5%	0.9%	-2%	-3%
CC(=O)Nc1ccccc1C(=O)C(=O)Nc1ccc(C)c(C)c1	0.2%	7%	10%	1.4	75	-3.5%	14%	-0.1%	-53%	11%
Cc1cc(-c2ccc(Cl)cc2)n2ncnc2n1	x	-2%	-12%	0.1	57	5.6%	x	-0.6%	-11%	-8%
CCCS(=O)(=O)c1c(S(=O)(=O)CCC)c2ccc(C(N)=O)cn2c1C(=O)c1ccc(F)cc1	-0.1%	7%	-20%	-1.6	117	1.6%	-1%	-0.1%	-38%	0%
O=C(O)CCC(=O)Nc1ccccc1C(=O)NCCc1ccccc1	0.2%	18%	-13%	3.2	51	13%	3%	0.1%	-47%	-5%
CCOC(=O)C1CCN(C(=O)N(CC)CC)CC1	0.1%	2%	-43%[20 µM]	1.4	73	-2.6%	16%	0.4%	-15%	-9%
Brc1cc(Br)c2nc(-c3ccc(N4CCOCC4)cc3)ccc2c1	0.6%	9%	-10%	x	x	9.2%	7%	0.2%	-24%	-6%
O=C(COC(=O)CSc1ccc2ccccc2c1)NC1CCCC1	2.0%	0%	5%	-2.8	54	-1.7%	4%	-0.1%	-19%	25%
S=C(NCCCN1CCOCC1)N1CCN(c2nc(-c3ccccc3)cs2)CC1	0.3%	-2%	-31%[20 µM]	0.2	67	2.3%	11%	0.1%	29%	-2%
COc1ccc(CCN2C(=NC(=O)C(C)C)SC3CS(=O)(=O)CC32)cc1OC (stereo not drawn)	-0.8%	6%	16%	0.7	41	1.9%	12%	0.1%	-11%	21%
CCCCP(=O)(CCCC)Cc1ccccc1O	0.7%	19%	-10%	1.9	44	-4.3%	12%	0.0%	-12%	-11%
Cc1cccc(C(=O)O/N=C(/c2ccccc2)c2ccncc2)c1	0.2%	4%	-2%[20 µM]	4.7	58	x	4%	0.4%	-26%	10%
Cc1ccc(C(=O)OC(C)C(=O)NC2CCCCC2C)cc1S(=O)(=O)N1CCOCC1 (stereo not drawn)	0.1%	7%	-10%	0.4	81	-1.2%	5%	-0.2%	-13%	-10%
Cc1noc(C)c1CSc1ncnc2ccccc12	3.4%	-2%	10%	0.3	62	1.9%	10%	-0.2%	-5%	-6%
CC(=O)c1cccc(N2C(=O)C3C4CCC(C4=C(C)C)C3C2=O)c1 (stereo not drawn)	1.7%[50 µM]	-6%	-43%	0.5	66	5.4%	6%	-0.2%	58%	14%
